# E-sel TNF inh – blocks E-selectin expression induced by TNF alpha; 120,000 compounds, 0.71% hits; inhibition, % at 2 µM; HUVEC TNFa-induced E-selectin immunofluorescence, high content; AID 1246;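 active = inhibition above the batch mean plus 3 SD, and confirmed as a hit on visual image review, cut at about 43% in these data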;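 also: 0% = TNF-stimulated DMSO wells and 100% = unstimulated control wells; not every result past the cut was called active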
# * = called active by the depositor. Not all compounds are listed, so the mix of outcomes need not match the whole.
E-sel TNF inh | Structure
57 | CN=c1scc(-c2ccc(F)cc2)n1/N=C/c1ccc(O)c(O)c1
35 | CC(C)c1nc(SCC(=O)N2CC(=O)Nc3ccccc32)c2ccccc2n1
-5 | CCN1CCCC1CNC(=O)C(=O)NC1CC1 (stereo not drawn)
-8 | O=C(/C=C/c1cccc(O)c1)c1cccnc1
-17 | CC(C)(CNC(=O)c1ccc(S(=O)(=O)N2CCCC2)cc1)N1CCOCC1
-3 | COc1ccc(CCNC(=O)C23CCC(C)(C(=O)O2)C3(C)C)cc1OC (stereo not drawn)
-36 | COc1c(F)c(F)c(C(=O)Nc2ccc(NC(=O)Cc3ccccc3)cc2)c(F)c1F
21 | Cc1ccc(Oc2nc(-c3cccnc3)nc3ccccc23)c([N+](=O)[O-])n1
24 | COc1ccc(NC(=S)N2CCN(Cc3cccc(F)c3)CC2)c(OC)c1
-19 | C#CCNC(=O)c1cccn1-c1ncc(C(F)(F)F)cc1Cl
6 | O=C(CNC(=O)c1cccs1)OCC(=O)c1ccc(Br)cc1
-3 | COc1ccc(/C=C/C(=O)O)cc1S(=O)(=O)N1CCCc2ccccc21

# Carrying on:
E-sel TNF inh | Structure
0 | CC(CCc1ccccc1)NC(=O)c1ccc2nc(N3CCOCC3)sc2c1 (stereo not drawn)
14 | O=C(CSc1nn(-c2ccccc2)c(=S)s1)Nc1ncccn1
-13 | CCOC(=O)C(=O)NNc1ccc(Cl)cc1
-13 | COc1ccc(CC(=O)OC(C)CN2CCOCC2)cc1 (stereo not drawn)
-11 | CC(NC(=O)CCc1nnc(-c2ccc(-c3ccccc3)cc2)o1)c1nc2ccccc2[nH]1 (stereo not drawn)
-14 | O=C(CCc1c[nH]c2ccccc12)N1CCN(c2ccc(O)cc2)CC1
3 | COc1ccc(OC)c(CN2CCN(S(=O)(=O)c3ccc(NC(C)=O)cc3)CC2)c1
-8 | COc1ccc(NCc2nn(CC(=O)c3ccc(Br)cc3)c3[n+]2CCCCC3)cc1
-28 | S=c1nc(C2CCCCC2)[nH]c2ccccc12
-3 | CCOc1cc(Br)c(/C=C2/C(=O)N(C)C(=S)N2CC(=O)OC)cc1OC
-26 | CCOC(=O)Cc1csc(NS(=O)(=O)c2ccc(OC)cc2)n1
2 | COC(=O)c1cc(NC(=O)CSc2nnc(N)s2)ccc1Cl

# Arranged by molar mass (highest first): some entries from above
E-sel TNF inh | Structure
-17 | CC(C)(CNC(=O)c1ccc(S(=O)(=O)N2CCCC2)cc1)N1CCOCC1
35 | CC(C)c1nc(SCC(=O)N2CC(=O)Nc3ccccc32)c2ccccc2n1
-19 | C#CCNC(=O)c1cccn1-c1ncc(C(F)(F)F)cc1Cl

# Pulled one by one from the list above, 2 records:
E-sel TNF inh | Structure
0 | CC(CCc1ccccc1)NC(=O)c1ccc2nc(N3CCOCC3)sc2c1 (stereo not drawn)
-13 | CCOC(=O)C(=O)NNc1ccc(Cl)cc1

# New compounds follow.
E-sel TNF inh | Structure
-33 | Cc1ccc(S(=O)(=O)NCC(=O)OCC(=O)NC(=O)NC2CCCC2)cc1
67* | Cc1ccc(CNCC(O)(c2ccccc2)c2ccc(Cl)cc2)cc1 (stereo not drawn)
-2 | CCCn1c(SCC(=O)N2CCCC(C)C2)nnc1-c1ccccn1 (stereo not drawn)
13 | O=C1Nc2ccccc2S/C1=C\C(=O)N1CCCC1
-24 | COc1ccc(CS(=O)(=O)CC2(O)CCN(C(=O)c3cccc(C(F)(F)F)c3)CC2)cc1
-8 | C=CC[n+]1c(/C=C2\C=Cc3cc(C)ccc3N2CC)ccc2ccccc21
28 | CCN1CCc2c(OCC(=O)N3CCCCC3)cccc2C1=O
-55 | CC(C)c1ccc(CNc2nc3nc4c(c(=O)n3[nH]2)CCC4)cc1
-10 | COc1cnc(-c2ccccn2)nc1Sc1ccccc1
-38 | CCC(C(=O)NCc1ccco1)N(C(=O)CNS(=O)(=O)c1ccccc1)c1ccccc1C (stereo not drawn)
-17 | CCOc1ccc(OCCCCNC(C)(C)C)cc1
-47 | Cc1ncsc1CCC(=O)N1CCCC(C(=O)c2ccc3c(c2)OCO3)C1 (stereo not drawn)

# New compounds follow
E-sel TNF inh | Structure
11 | Nc1ccc(S(=O)(=O)Nc2nccc(/C=C/c3ccc(Br)s3)n2)cc1
-37 | O=C(CCc1c[nH]c2ccccc12)NCC(=O)Nc1ccc(F)c(F)c1F
13 | CC(N=Cc1cc([N+](=O)[O-])ccc1O)c1ccccc1 (stereo not drawn)
-9 | N#C/C(=C\c1ccc([N+](=O)[O-])o1)C(=O)Nc1ccc(F)cc1
-10 | COC(=O)c1ccc(NC2=C(Cl)C(=O)OC2OC(=O)c2ccccc2)cc1 (stereo not drawn)
0 | Cc1nc(N2CCOCC2)c2c(C)c(C(=O)Nc3ccc(F)cc3Cl)sc2n1
-3 | CCOC(=O)C1(CCc2ccccc2)CCN(C2Cc3ccccc3C2)CC1
-12 | CCC1COC(c2cccn2Cc2ccc(Cl)cc2)=N1 (stereo not drawn)
-32 | CC(C)Oc1cccc(C(=O)C2CCCN(Cc3cccn3-c3ccccn3)C2)c1 (stereo not drawn)
-4 | CCOP(=O)(OCC)c1nc(-c2cccc3ccccc23)oc1NCc1ccc(OC)cc1
-22 | O=C(NNC1CC(=O)N(c2ccc(Br)cc2)C1=O)c1cccnc1 (stereo not drawn)
79* | COc1ccc(CNC(=O)C(CCSC)NS(=O)(=O)c2ccccc2F)cc1 (stereo not drawn)

# 2 entries from above, reformatted.
O=C(CCc1c[nH]c2ccccc12)NCC(=O)Nc1ccc(F)c(F)c1F
  E-sel TNF inh = -37
CC(N=Cc1cc([N+](=O)[O-])ccc1O)c1ccccc1 (stereo not drawn)
  E-sel TNF inh = 13

# Later entries.
E-sel TNF inh | Structure
-11 | COc1cccc(CN2CCNC(=O)C2CC(=O)N(C)Cc2cnccn2)c1OC (stereo not drawn)
5 | O=C(NC1=NCCS1)c1ccc([N+](=O)[O-])cc1Cl
-34 | Cc1cc2nc(SCC(=O)Nc3ccccc3C(=O)O)[nH]c2cc1C
-1 | Cc1cc(C)nc(/N=C(\N)Nc2ccc3c(c2)OCCO3)n1
-1 | COc1ccc(C(=O)CSc2ccc3nnc(-c4cccnc4)n3n2)cc1
3 | C1CCN(Cc2nnnn2CC2CCCO2)CC1 (stereo not drawn)
0 | CCN(CC)C(=O)C1CCN(Cc2cn(C)nc2-c2ccc(Oc3ccccc3)cc2)CC1
29 | CCc1ccc(NC(=O)/C(C#N)=C/c2cn(CC(=O)O)c3ccccc23)cc1
-30 | NC(=O)c1ccc(Oc2ccc3ccc(=O)oc3c2)c([N+](=O)[O-])c1
-17 | COc1ccc(S(=O)(=O)N2CCCOC2CNC(=O)C(=O)NCc2ccco2)cc1C (stereo not drawn)
26 | Nc1nnc(SCc2ccc([N+](=O)[O-])cc2)s1
-11 | CCCN(CCC)CCCNC(=O)CN1C(=O)CSc2ccc(S(=O)(=O)N3CCOCC3)cc21

# Carrying on.
E-sel TNF inh | Structure
4 | O=C(c1ccc([N+](=O)[O-])cc1)N1CCSC1c1ccc(Br)cc1 (stereo not drawn)
-34 | COc1cccc(N2CCN(C(=O)CN(C)S(=O)(=O)c3ccc4c(c3)c(=O)n(C)c(=O)n4C)CC2)c1
-16 | O=C(CN1C(=O)/C(=C/c2ccccc2F)Sc2ccccc21)NCc1cccnc1
-17 | O=C(CNCc1cccs1)NC12CC3CC(CC(C3)C1)C2
-40 | COc1cccc(/C=C/C(=O)Nc2ccc3c(c2)OCCO3)c1OC
-16 | COc1cc(CCC(=O)OCC(=O)NCc2ccc(Cl)cc2)cc(OC)c1OC
-9 | CCC(CC)c1nnc(NC(=O)CCNC(=O)c2ccccc2Cl)s1
21 | Cn1cccc1C(C#N)c1ccccc1C#N (stereo not drawn)
-27 | COc1ccc(/C=N/Nc2nc(Nc3ccccc3)nc(N3CCCC3)n2)cc1[N+](=O)[O-]
35 | Cc1ccc(NC(=O)OCCNC(=O)c2ccncc2)cc1
-2 | CCOc1ccccc1C(=O)N[C@H](C(=O)NCc1ccccc1)C(C)C
-8 | COc1ccc(OC)c(/C=C/C(=O)N2CCCc3ccccc32)c1

# Later entries.
E-sel TNF inh | Structure
9 | Cc1ccnc(NC(=O)CCC(=O)N(CC(=O)NCCc2ccccc2)Cc2cccs2)c1
-35 | CNC(=S)NCCc1cc2c(OC)ccc(OC)c2[nH]c1=O
3 | CC1(C)CC2CC(C)(CN2C(=S)Nc2ccccc2)C1 (stereo not drawn)
-1 | O=C(O)C1CSC2(c3ccc(F)cc3)CCC(=O)N12 (stereo not drawn)
11 | O=C(NC(=S)N1CCN(c2nc(-c3ccccc3)cs2)CC1)c1cncc(Br)c1
-20 | CCOC(=O)/C(=N\Nc1ccc(Br)cc1)N1CCN(c2ccccc2OC)CC1
-31 | O=C(O)c1cccc(Nc2cc(Cl)c3nonc3c2[N+](=O)[O-])c1
-15 | CC1(C)CC(=O)C2=C(C1)OC(N)=C([N+](=O)[O-])C2c1ccc(C#N)s1 (stereo not drawn)
-49 | COc1ccc(F)cc1C(=O)C1CCCN(Cc2c[nH]c3ccccc23)C1 (stereo not drawn)
-9 | Cc1nc2ccccc2nc1OCC(=O)Nc1ccccc1
-11 | COc1cccc(CN2CCN(S(=O)(=O)c3ccc(NC(C)=O)cc3)CC2)c1OC
-14 | COc1ccc(C(=O)NCc2nnc(SCC(=O)N3CCC(C)CC3)o2)cc1

# The list goes on:
E-sel TNF inh | Structure
-5 | CCc1ccc2nc(NC(=O)Cn3cnc4ccccc4c3=O)sc2c1
-4 | CCC(CC)C(=O)OCC(=O)Nc1cccc(S(=O)(=O)N(C)c2ccccc2)c1
-16 | CC1CCC2(CC1)NC(=O)N(NC(=O)CCl)C2=O (stereo not drawn)
-11 | O=C(NC(=S)NCc1cccnc1)c1cccc2ccccc12
-15 | Nc1ccccc1N=Cc1ccc(-c2cccc(Cl)c2)o1
-8 | O=C(CN1CCOCC1)N1CCCc2ccccc21
-14 | Cc1ccc(S(=O)(=O)N2CCN(CC(O)c3ccccc3)CC2)cc1 (stereo not drawn)
-3 | O=C(O)C1C(=O)NCC1c1ccccc1 (stereo not drawn)
-35 | Cc1ccc(C)c(S(=O)(=O)Nc2ccc(C(N)=O)cc2)c1
51 | COc1cc2[nH]c(=S)nc(Nc3ccc(NC(C)=O)cc3)c2cc1OC
-20 | COc1cccc2cc(C(C)N(CCCN3CCOCC3)C(=S)Nc3cccc(C)c3C)oc12 (stereo not drawn)
1 | O=C(N/N=C/c1ccc(N2CCOCC2)cc1)c1ccc(NS(=O)(=O)c2cccs2)cc1

# Next section
E-sel TNF inh | Structure
-8 | C/C(N)=C(/C#N)C(=O)CSc1ccccc1F
5 | CC(=O)c1ccc(N2CCC(C(=O)O)CC2)cc1
-12 | Cc1ccc(Nc2c(-c3ccccn3)nc3cc(C)ccn23)cc1
8 | COC(=O)c1ccc2c(=O)n(-c3ccccc3)c(=S)[nH]c2c1
3 | CCC1(C)NC(=O)N(/N=C/c2cc(OC)c(O)c(OC)c2)C1=O (stereo not drawn)
-5 | COC(=O)c1ccc(COC(=O)CNS(=O)(=O)c2ccc(C)cc2)cc1
1 | COc1cccc(C(=O)Nc2nc3ccc(S(C)(=O)=O)cc3s2)c1
83* | CCN1C(=O)/C(=C\c2cn(-c3ccccc3)nc2-c2cccnc2)SC1=S
-21 | CCn1ccnc1CN(C)Cc1cn(C)nc1-c1ccccc1F
-21 | COC(=O)C1=CN(C2CC2)C=C(C(=O)OC)C1c1ccc(C(F)(F)F)cc1
4 | COc1ccc(CC(=O)N2N=C(C)CC2(O)C(F)(F)F)cc1OC (stereo not drawn)
-17 | CC(=O)C1=C(C)NC(C)=C(C(C)=O)C1c1ccccc1

# The last 3 records of the part above come first, to join the parts:
E-sel TNF inh | Structure
-21 | COC(=O)C1=CN(C2CC2)C=C(C(=O)OC)C1c1ccc(C(F)(F)F)cc1
4 | COc1ccc(CC(=O)N2N=C(C)CC2(O)C(F)(F)F)cc1OC (stereo not drawn)
-17 | CC(=O)C1=C(C)NC(C)=C(C(C)=O)C1c1ccccc1
1 | Cc1ccccc1Cn1c(=O)sc2ccccc2c1=O
32 | CN(C)C(=O)CN1CCN(C(=O)CCl)CC1
8 | O=S(=O)(NCc1cccs1)NCc1ccccc1F
-12 | O=c1c2cc3c(=O)n(-c4ccccc4O)c(=O)c3cc2c(=O)n1-c1ccccc1O
-89 | CSc1nc2c(c(=O)[nH]1)C(c1ccc(Cl)cc1)CC(=O)N2 (stereo not drawn)
-31 | CCOC(=O)c1c(NC(=O)CNC2CCCCC2)sc(C)c1C
9 | COc1ccc(NC(=O)C2(c3cccs3)CCOCC2)cc1
10 | Cc1ccc(C(=O)NCc2n[nH]c(=S)n2-c2ccccc2)cc1[N+](=O)[O-]
-6 | CC(C(=O)Nc1ccccc1)N(C)CCOc1ccc(Br)cc1 (stereo not drawn)
-6 | COc1ccc(C2c3[nH]c4ccccc4c3CCN2CCCn2cccn2)cc1C (stereo not drawn)
10 | NS(=O)(=O)c1ccc(NC(=S)NC(=O)C2CCCCC2)cc1
-8 | Cn1ccnc1SCC(=O)Nc1nc2c(F)c(F)c(F)cc2s1

# (continued)
E-sel TNF inh | Structure
14 | CCCN1CCC(N2CCCC(C(=O)O)C2)CC1 (stereo not drawn)
15 | C=CC(=O)N=c1sc2ccccc2n1-c1ccccc1
-46 | O=C(NNS(=O)(=O)c1ccccc1F)c1sccc1-n1cccc1
10 | CCn1nc(C)c(NC(=O)c2ccc(Cl)cc2)c1C
14 | O=C(Cn1c(C(F)(F)F)nc2ccccc21)N/N=C/c1ccco1
5 | CC1CN(C(=O)/C=C/c2ccc([N+](=O)[O-])s2)CC(C)O1 (stereo not drawn)
-9 | CSc1nn2cc(CCN3CCOCC3)c(-c3ccc(F)cc3)nc2c1C#N
-18 | Cc1cc([N+](=O)[O-])nn1CC(=O)NCc1nc2ccccc2[nH]1
-67 | COc1ccc(NCC(O)COc2ccc(C(C)(C)C)cc2)cc1 (stereo not drawn)
-25 | CC(OCC(O)CN(C)Cc1nc2ccccc2c(=O)[nH]1)c1ccc(Cl)cc1 (stereo not drawn)
-8 | CCSC1=NCCN1S(=O)(=O)c1ccc(NC(C)=O)cc1
-1 | O=C(NNC(=O)c1cccs1)c1ccncc1
-11 | O=C1NC(=O)/C(=C\c2ccc(Cl)nc2)S1
7 | CC(C)(C)NC(=O)CN1C(=O)/C(=C/c2ccccc2)SC1=S

# Bioassay records as filed in PubChem.
